A549 viability: Nrf2 qHTS screen for inhibitors: counterscreen for cytotoxicity | A549 ARE-Fluc cells, CellTiter-Fluor viability, 18-24 h | Potency, µM (titrated, usually from 46 µM), for inactives: at the top dose activity change, negative = cytotoxicity, actives largely listed as inhibitors | actives 0.16% (n = 390,000) | AID 504648, 2011; note: potency is the fitted concentration of half-maximal effect; % is set by controls: 0 for no effect and ±100 for the full control effect
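A549 ARE_Fluc cells in 5% FBS OPTI-MEM were exposed to compounds in concentration-response for 18-24 h at 37 deg C. Viability was read by CellTiter-Fluor fluorescence (Ex 405/Em 525) after 30 min, before the luciferase read.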
Nrf2 activator: qHTS of Nrf2 Activators | Potency, µM (top dose mostly 46.1 µM), for the others: at the top dose activation, actives largely listed as activators | AREc32 ARE-luciferase reporter (MCF7-derived line), luminescence, 24 h | actives 0.31% (n = 410,000); note: potency is the fitted concentration of half-maximal effect; % of control where 0% means no effect; nearly all actives have a fitted effect of over 65% in size
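Each well held 1000 AREc32 cells, which were incubated with compound for 24 hr at 37 deg C after overnight attachment, and ARE reporter activity was quantified by firefly luciferase luminescence.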
pAkt inh: HTS Assay for Inhibitors of Akt Phophorylation: Primary Screen. actives 0.32% (n = 360,000). AID 651550, 2012. Neuro2A IGF-stimulated pAkt S473 HTRF, 20 min; hits give low values. activity change, % for hits at 50 µM; in the data active = activity change below about -80%; inconclusive = mostly about -51% to -80%; note: % is set by controls: 0 for no effect and ±100 for the full control effect
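Neuro2A cells (4,500/well, DMEM with 0.5% FBS) were treated with compound at a single 50 µM final concentration, stimulated with 6 nM IGF for 20 min at 37 °C, and lysed. Phospho-Akt Ser473 was read by HTRF as 665/615 ratio ×10^4.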
Nrf2 inh: Nrf2 qHTS screen for inhibitors. AID 504444, 2011. actives 2.1% (n = 360,000). A549 ARE-Fluc reporter, luciferase luminescence, 18-24 h. Potency, µM (top dose mostly 46 µM), for the others: top-dose activity change, negative = inhibition, actives largely listed as inhibitors; note: potency is the fitted concentration of half-maximal effect; % is set by controls: 0 for no effect and ±100 for the full control effect; nearly all actives have a fitted effect of over 60% in size
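Nrf2 activity is the BugLite luminescence, read 15 min after reagent at room temperature, following CellTiter-Fluor cytotoxicity readout (30 min, 37C). Compound titrations were applied for 18-24 h to 5000 A549 ARE_Fluc cells/well in 5% FBS OPTI-MEM.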
CCT chaperon mod: High-Throughput Screening for Modulators of Cytosolic Chaperonin Activity; activity change, % (concentration not given with the values), hits read low; purified chaperonin ATPase assay, HTRF ADP detection, 30 min; AID 651819, 2012; actives 0.3% (n = 360,000); in the data active = activity change below about -30%; note: % is set by controls: 0 for no effect and ±100 for the full control effect
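We incubate TRiC, 40 or 20 nM final, with library compounds at 76 uM and 10 uM ATP for 30 min at 37 °C. ADP formed is detected with Transcreener HTRF reagents after 30 min at room temperature.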
Mm-Cpn inhibitor: Inhibitors of TCP-1 ring complex (TRiC) of Methanococcus maripaludis (MmCpn): qHTS | Chaperonin Mm-Cpn (Methanococcus maripaludis) | purified Mm-Cpn ATPase, ADP Transcreener TR-FRET | Potency, µM (titrated, usually from 76.9 µM), for the others: top-dose activity, negative = inhibition, most hits filed as inhibitors | actives 0.031% (n = 330,000); note: potency is the fitted concentration of half-maximal effect; % is set by controls: 0 for no effect and ±100 for the full control effect; nearly all actives have a fitted effect of over 80% in size
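ATPase read-out: TR-FRET ADP immunoassay (anti-ADP Eu cryptate vs ADP-d2), ex 320 nm, em 590/665 nm; signal drops as ADP forms. Enzyme 25 nM, ATP 10 uM, 30 min at 37°C after 10 min compound preincubation.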
EPAC2 antagonist: qHTS for Antagonist of cAMP-regulated guanine nucleotide exchange factor 2 (EPAC2): primary screen. Rap guanine nucleotide exchange factor 4 (Homo sapiens), Q8WZA2. EPAC2 GEF exchange of Rap1B-BODIPY-GDP, fluorescence. Potency, µM (titrated, usually from 114 µM), for inactives: at the highest dose activity, negative = inhibition, usual class: inhibitors. actives 0.18% (n = 360,000). AID 720708, 2013; note: potency is the fitted concentration of half-maximal effect; % is set by controls: 0 for no effect and ±100 for the full control effect; nearly all actives have a fitted effect of over 45% in size; many of its hits are not listed in these tables
Target sequence (Q8WZA2 whole entry, looked up): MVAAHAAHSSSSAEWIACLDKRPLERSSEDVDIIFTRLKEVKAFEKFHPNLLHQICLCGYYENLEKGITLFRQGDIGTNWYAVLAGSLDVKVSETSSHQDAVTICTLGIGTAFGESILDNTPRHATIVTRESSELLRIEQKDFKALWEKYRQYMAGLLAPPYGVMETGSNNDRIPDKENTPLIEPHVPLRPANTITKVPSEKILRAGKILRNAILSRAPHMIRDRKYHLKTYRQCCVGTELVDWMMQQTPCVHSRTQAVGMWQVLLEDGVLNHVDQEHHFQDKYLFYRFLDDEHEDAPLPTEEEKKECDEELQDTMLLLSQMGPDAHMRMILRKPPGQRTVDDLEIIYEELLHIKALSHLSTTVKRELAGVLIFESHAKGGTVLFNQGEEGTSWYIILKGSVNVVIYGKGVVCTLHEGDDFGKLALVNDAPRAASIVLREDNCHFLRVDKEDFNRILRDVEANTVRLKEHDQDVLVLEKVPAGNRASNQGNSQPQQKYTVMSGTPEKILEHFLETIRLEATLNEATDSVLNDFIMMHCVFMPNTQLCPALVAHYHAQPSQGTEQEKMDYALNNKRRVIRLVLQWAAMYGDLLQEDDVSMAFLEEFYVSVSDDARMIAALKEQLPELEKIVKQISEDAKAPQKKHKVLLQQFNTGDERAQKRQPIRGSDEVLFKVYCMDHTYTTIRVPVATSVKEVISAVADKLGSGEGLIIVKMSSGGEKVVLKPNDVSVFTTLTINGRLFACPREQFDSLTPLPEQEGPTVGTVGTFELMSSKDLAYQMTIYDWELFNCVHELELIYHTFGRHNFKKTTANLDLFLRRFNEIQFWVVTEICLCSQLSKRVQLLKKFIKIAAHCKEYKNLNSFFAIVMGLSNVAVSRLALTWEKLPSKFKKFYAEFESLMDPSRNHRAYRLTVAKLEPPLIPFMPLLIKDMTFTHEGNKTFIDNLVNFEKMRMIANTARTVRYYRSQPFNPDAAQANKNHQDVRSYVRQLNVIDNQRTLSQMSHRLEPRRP
EPAC2 ag: qHTS for Agonist of cAMP-regulated guanine nucleotide exchange factor 4 (EPAC2): primary screen; Rap guanine nucleotide exchange factor 4 (Homo sapiens), Q8WZA2; EPAC2 activation, biochemical qHTS; response scale: 100% = 6.5 mM cAMP response; Potency, µM (doses to about 154 µM), without a hit: top-dose activation, actives largely listed as activators; actives 0.079% (n = 360,000); note: potency is the fitted concentration of half-maximal effect; nearly all actives have a fitted effect of over 50% in size
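In this primary screen, activation is scored as increased exchange of BODIPY-GDP from Rap1B by 100 nM EPAC2, with 50 uM GDP as competitor. Signal is normalized to the 6.5 mM cAMP agonist control.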
TGFb SMAD3 inh: qHTS for Inhibitors of TGF-b; HepG2 CAGA-GFP TGF-b/SMAD3 reporter, GFP fluorescence, 18 h; TGF-beta stimulated, 500 pg/mL final; Potency, µM (highest dose often 46.1 µM), without a hit: top-dose activity, negative = inhibition, hits mostly inhibitors; actives 1.2% (n = 410,000); note: potency is the fitted concentration of half-maximal effect; % is set by controls: 0 for no effect and ±100 for the full control effect; nearly all actives have a fitted effect of over 65% in size
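Read-out: total well GFP (ex488/em500-530) summed from mean per-cell fluorescence. Cells: HEPG2 CAGA-GFP, 1% FBS DMEM, 18 h at 37 degrees C with 500 pg/mL final TGF-beta. Unstimulated wells served as the full-inhibition control; stimulated DMSO wells = 0%.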
* = called active by the depositor; i = inactive; ? = inconclusive; . = no result given; [ ] = another dose, or the depositor's remark. Unless noted, calls come from the whole dose curve; as a rule, active = well fitted curve in the direction sought with a large enough effect; inconclusive = small, poorly fitted or top-dose-only effect, or another doubt; inactive = no such curve, though single readings can be large; an effect the other way counts as inactive or inconclusive. A portion of the library; the hit share may differ from the screen's.

SMILES	A549 viability	Nrf2 activator	pAkt inh	Nrf2 inh	CCT chaperon mod	Mm-Cpn inhibitor	EPAC2 antagonist	EPAC2 ag	TGFb SMAD3 inh
Cc1ccccc1CN1CCN(CCCc2ccccc2)C(CCO)C1 (centres undefined)	-8.7%	-0.4%	i	0.5%	-0.7	0.8%	-7.7%	1.6%	11.2%
O=C(CCN1CCN(CCO)CC1)Nc1cccc(Br)c1	2.5%	-0.2%	i	3.0%	-1.6	1.4%	3.1%	11.8%	0.0%
Cc1nc(-c2ccc(NC(=O)c3ccccc3C)cc2)cs1	-5.1%	3.0%	i	?	2.4	1.1%	19.6%	-3.4%	-9.3%
CCOC(=O)C1C(=O)OC2(CCOC(C)(C)C2)C1C(=O)OCC (centres undefined)	-7.4%	-0.4%	i	.	-4.7	2.0%[15.4 µM]	13.4%	-7.8%	-2.8%
COc1ccc(-n2nc3c(c2NC(=O)C24CC5CC(CC(C5)C2)C4)CS(=O)C3)cc1 (centres undefined)	10.9%	-0.2%	i	5.9%	-4.4	1.5%	-1.5%	8.3%	20.5%
COc1ccc(CNCC(O)(c2ccc(Cl)cc2)c2ccc(Cl)cc2)cc1	-0.8%	3.6%	i	-20.5%	-0.7	-0.5%	-2.2%	6.8%	0.0%
COc1ccccc1CN1C(=NC(=O)CCC2CCCC2)SC2CS(=O)(=O)CC21 (centres undefined)	0.7%	-0.2%	i	-2.3%	0.9	-0.1%	3.7%	-0.4%	-0.2%
COC(=O)c1cccc(NC(=O)CN2CCc3ccccc3C2)c1	-3.7%	2.9%	i	4.0%	0.2	-3.5%	-11.8%	9.4%	3.9%
Cc1ccc(N2CC(C(=O)N3CCC4(CC3)CC(=O)c3ccccc3O4)CC2=O)cc1C (centres undefined)	?	2.2%	i	?	-1.2	1.0%	-2.6%	5.3%	-18.4%
CC(C)OC(=O)c1c(N)n(CCCN2CCOCC2)c2nc3ccccc3nc12	6.3%	0.4%	i	-11.5%	-0.2	-2.4%	-1.4%	5.9%	13.0%
Cc1ccc(NC(=O)CN(C)S(=O)(=O)c2cccc3cccnc23)cc1	0.0%	0.0%	i	-7.1%	-1.2	1.1%	4.1%	6.9%	2.1%
N#Cc1c(NC(=O)CSc2nc(N)cc(=O)[nH]2)sc2c1CCCCCC2	-4.6%	0.2%	i	7.31µM*	-1.4	0.5%	4.9%	5.3%	?
O=C(/C=C/c1ccc(F)cc1)N1CCN(c2ccccn2)CC1	0.8%	-0.2%	i	-11.4%	-0.8	0.2%	3.2%	9.0%	-8.4%
CNC(=O)CSc1nnc(C(C)C)n1C	1.5%	-0.4%	i	4.9%	-2.9	0.3%	-5.2%	9.4%	14.1%
CCn1c(=O)cc(SCC(=O)Nc2cc(Cl)ccc2OC)c2ccccc21	-9.2%	0.9%	.	?	.	.	.	.	?
CCNC(=O)N1C(CC(=O)OCC)C(=O)NC2CCCCC21 (centres undefined)	-6.2%	0.2%	i	0.6%	-5.6	0.1%	-4.6%	-4.5%	?
CC(=O)Nc1ccc(S(=O)(=O)N(C)CC(=O)NNC(=O)c2cccs2)cc1	2.9%	-0.4%	i	8.6%	-25.3	-0.5%	-3.8%	-4.7%	-0.9%
Oc1oc(-c2ccccc2)nc1C=Nc1cccc2ccccc12	-5.7%	?	i	8.3%	1.1	-1.0%	33.0%[activator]	?	-18.1%
COc1ccccc1N1CCN(c2ncnc3c2nc2n3CCCC2)CC1	-15.6%	0.3%	.	20.6µM*	.	.	.	.	?
O=C(Nc1cccc(Cc2ccccc2)c1)Nc1cccc2[nH]c([C@@H]3O[C@H](CO)[C@@H](O)[C@H](O)[C@H]3O)nc12	.	-0.6%	i	.	-1.7	.	9.2%	-2.3%	7.2%

Part of the list above in order of number of heavy atoms, ascending:
SMILES	A549 viability	Nrf2 activator	pAkt inh	Nrf2 inh	CCT chaperon mod	Mm-Cpn inhibitor	EPAC2 antagonist	EPAC2 ag	TGFb SMAD3 inh
Cc1ccc(NC(=O)CN(C)S(=O)(=O)c2cccc3cccnc23)cc1	0.0%	0.0%	i	-7.1%	-1.2	1.1%	4.1%	6.9%	2.1%
CC(=O)Nc1ccc(S(=O)(=O)N(C)CC(=O)NNC(=O)c2cccs2)cc1	2.9%	-0.4%	i	8.6%	-25.3	-0.5%	-3.8%	-4.7%	-0.9%
Cc1ccc(N2CC(C(=O)N3CCC4(CC3)CC(=O)c3ccccc3O4)CC2=O)cc1C (centres undefined)	?	2.2%	i	?	-1.2	1.0%	-2.6%	5.3%	-18.4%

The listing picks up, repeating the two entries before the break.
SMILES	A549 viability	Nrf2 activator	pAkt inh	Nrf2 inh	CCT chaperon mod	Mm-Cpn inhibitor	EPAC2 antagonist	EPAC2 ag	TGFb SMAD3 inh
COc1ccccc1N1CCN(c2ncnc3c2nc2n3CCCC2)CC1	-15.6%	0.3%	.	20.6µM*	.	.	.	.	?
O=C(Nc1cccc(Cc2ccccc2)c1)Nc1cccc2[nH]c([C@@H]3O[C@H](CO)[C@@H](O)[C@H](O)[C@H]3O)nc12	.	-0.6%	i	.	-1.7	.	9.2%	-2.3%	7.2%
COCCN(C(=O)C1CC(=O)N(Cc2ccc(C)cc2)C1)c1c(N)n(CC(C)C)c(=O)[nH]c1=O (centres undefined)	-1.2%	0.2%	i	3.3%	0.2	1.3%	2.1%	-0.8%	-1.8%
CSc1ccc(S(=O)(=O)Nc2ccccc2C(=O)N2CCOCC2)cc1	1.1%	-0.5%	i	-9.3%	-0.5	-2.9%	3.3%	-4.9%	-14.0%
CCCCn1c2ccc(F)cc2c2nnc(SCCN3CCOCC3)nc21	-8.8%	5.1%	i	?	-4.7	0.5%	-0.9%	8.1%	2.4%
Cc1ccc(-c2nc3ccc(Br)cn3c2Cc2ccccc2C(F)(F)F)cc1	.	0.6%	i	.	-0.8	.	?	-2.1%	14.1µM*
CN(CC(=O)Nc1cc(Cl)ccc1C#N)C1CCS(=O)(=O)C1 (centres undefined)	2.8%	11.1%	i	4.5%	0.4	-0.3%	-3.7%	5.0%	5.5%
COc1ccc(NC(=O)C2CCC(=O)N2S(=O)(=O)c2ccc(C)cc2)cc1Cl (centres undefined)	-19.4%	0.1%	i	14.8%	0.8	7.0%	-4.0%	-2.5%	-15.6%
COC(=O)c1cc(F)c(-n2cncn2)c(F)c1	-1.1%	-0.1%	.	.	-0.3	0.2%	13.4%	1.2%	-2.5%
CCOC(=O)C1=C(O)C(=O)N(CCCn2ccnc2)C1c1ccc(C)cc1 (centres undefined)	0.6%	1.4%	i	-5.2%	0.4	-2.8%	0.0%	4.3%	1.9%
O=C(Cc1ccc(F)cc1)N1CCN=C1SCc1cccc([N+](=O)[O-])c1	1.3%	-0.3%	i	5.1%	-6.4	1.0%	3.5%	8.6%	-20.9%
CC(=O)N1CCSc2ccc(S(=O)(=O)Nc3ccccc3C)cc21	-22.2%	0.1%	i	13µM*	0.4	-3.8%	19.7%	5.8%	-19.7%
O=S(=O)(c1ccc(Cl)cc1)N1CCCc2ccccc21	?	-0.2%	i	-5.8%	-1.7	3.8%	-27.2%	19.0%	-17.7%
O=C(CC[C@H]1O[C@@H](n2cnc3c(NC(=O)c4ccccc4)ncnc32)[C@H](O)[C@@H]1O)NCC(c1ccccc1)c1ccccc1	.	-1.2%	i	.	-0.2	.	-0.1%	5.3%	-2.3%
CC(C)(C)C(=O)CN1C(=O)NC(C)(Cc2ccc3c(c2)OCO3)C1=O (centres undefined)	?	0.0%	i	-1.9%	-1.1	1.9%	-10.4%	-0.8%	4.4%
CCCC(C)c1nc(C(N)=O)c2[nH]c(=O)n(-c3ccc(OC)cc3OC)c2n1 (centres undefined)	?	0.8%	.	0.7%	-78.0*	0.1%	0.7%	10.3%	6.5%
Cc1ccc(NC(=O)CN2C(=O)COc3ccc(S(=O)(=O)N4CCCCC4)cc32)cc1Cl	-16.0%	4.6%	.	?	.	.	.	.	0.0%
CCOc1ccccc1CN1CCNC(=O)C1CC(=O)NCCN1CCOC1=O (centres undefined)	-0.4%	0.1%	i	?	-1.8	1.3%	2.8%	-3.4%	18.5%
Cc1ccc(S(=O)(=O)N2CCOC2CNC(=O)C(=O)NCc2ccc(Cl)cc2)cc1 (centres undefined)	3.0%	3.0%	i	?	-1.9	2.1%	3.4%	-5.0%	-24.5%
COc1ccc2oc(-c3cccc(NC(=O)c4ccc(C#N)cc4F)c3)nc2c1	-9.0%	1.0%	.	-29.6%	.	.	.	.	9.5%
S=C(NCCCn1ccnc1)Nc1cccc(Cl)c1	0.8%	0.1%	i	9.1%	-2.4	3.3%	5.1%	-6.2%	-8.9%
C#CCN1C=CC(=O)[C@@H](OC(=O)NCCC)[C@H]1c1ccccc1Br	-1.8%	0.5%	i	-15.1%	-0.6	.	-2.5%	0.5%	-10.8%
Cc1cnc2ccc(F)cc2c1	.	-0.7%	i	.	1.9	.	-7.3%	2.3%	17.9%
COc1ccc(Br)cc1S(=O)(=O)Nc1cccc(C)n1	-1.3%	-0.3%	i	4.6%	-2.5	0.6%	-0.1%	1.3%	5.9%
O=C(COC(=O)CC1CC2CCC1C2)Nc1ccc(F)cc1Cl (centres undefined)	-1.2%	-0.5%	i	7.1%	-2.6	-1.3%	-5.2%	6.8%	-18.0%
COc1ccc(Cl)cc1C(=O)Nc1ccc(OCC(=O)N2CCOCC2)cc1	6.0%	2.0%	i	?	2.7	-5.8%	-8.8%	-2.1%	-5.6%

Screens from PubChem.
